Nrf2 block – Nrf2 qHTS screen for inhibitors; Potency, µM (titrated, usually from 46 µM), for inactives: top-dose activity change, negative = inhibition, hits mostly inhibitors; A549 ARE-Fluc reporter, luciferase luminescence, 18-24 h; hit rate 2.1% among 360,000; AID 504444, 2011; also: potency is read from the fitted curve at half-maximal effect; % is scaled to controls: 0 for no effect and ±100 for the full control effect; nearly all actives have a fitted effect of over 60% in size
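Cells were seeded and rested 2 h, then exposed to compounds for 18-24 h. CellTiter-Fluor was read first as a viability measure. BugLite was added 15 min before the final luminescent read of ARE-luciferase activity in A549 cells.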
pAkt inh – HTS Assay for Inhibitors of Akt Phophorylation: Primary Screen; activity change, % for hits at 50 µM; hit rate 0.32% among 360,000; Neuro2A IGF-stimulated pAkt S473 HTRF, 20 min; stronger effect = lower value; in the data active = activity change below about -80%; inconclusive = mostly about -51% to -80%; also: % is scaled to controls: 0 for no effect and ±100 for the full control effect
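Neuro2A cells in DMEM with 0.5% FBS, overnight at 37 deg C, given compound at single 50 µM final, then IGF (6 nM final) for 20 min at 37 deg C. Lysed; phospho-Akt Ser473 by HTRF after 24 h, 665/615 ratio.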
Nrf2 ARE act – qHTS of Nrf2 Activators; Potency, µM (highest dose often 46.1 µM), without a hit: at the highest dose activation, actives largely listed as activators; AREc32 ARE-luciferase reporter (MCF7-derived line), luminescence, 24 h; hit rate 0.31% among 410,000; also: potency is read from the fitted curve at half-maximal effect; % of control where 0% means no effect; nearly all actives have a fitted effect of over 65% in size
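Luminescent ARE reporter assay in AREc32_Fluc cells: overnight plating at 37 deg C, 24 hr compound incubation, Steady-Glo added, 30 min RT before reading.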
Abeta rescue – qHTS for compounds that reverse cellular toxicity of Amyloid beta (A-beta) peptide in yeast: Primary Screen; yeast expressing A-beta42, growth rescue, OD600, 48 h; response scale: 0% DMSO, 100% iron-clioquinol control; hit rate 0.063% among 410,000; Potency, µM (doses to about 46.1 µM), for inactives: at the top dose growth rescue, actives largely listed as activators; AID 1347071, 2019; also: potency is read from the fitted curve at half-maximal effect; nearly all actives have a fitted effect of over 55% in size
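Yeast A-beta toxicity model in growth medium with pinned compounds, 48 h at 30 C; growth read as absorbance at 600 nm. Normalized to FeCl3/clioquinol equimolar mix (positive) and DMSO (negative).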
A549 tox – Nrf2 qHTS screen for inhibitors: counterscreen for cytotoxicity; A549 ARE-Fluc cells, CellTiter-Fluor viability, 18-24 h; Potency, µM (series often up to 46 µM), inactives show at the highest dose activity change, negative = cytotoxicity, actives largely listed as inhibitors; AID 504648, 2011; hit rate 0.16% among 390,000; also: potency is read from the fitted curve at half-maximal effect; % is scaled to controls: 0 for no effect and ±100 for the full control effect
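A549 ARE_Fluc cells in 5% FBS OPTI-MEM were exposed to compounds in concentration-response for 18-24 h at 37 deg C. Viability was read by CellTiter-Fluor fluorescence (Ex 405/Em 525) after 30 min, before the luciferase read.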
CCT chaperon mod – High-Throughput Screening for Modulators of Cytosolic Chaperonin Activity | hit rate 0.3% among 360,000 | activity change, % (no concentration beside the values), hits read low | purified chaperonin ATPase assay, HTRF ADP detection, 30 min; in the data active = activity change below about -30%; also: % is scaled to controls: 0 for no effect and ±100 for the full control effect
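Enzyme 40 or 20 nM (batch-dependent) in Tris pH 7.4/KCl/MgCl2/DTT; cpd 76 uM single point; ATP 10 uM; 30 min 37 °C; Transcreener ADP HTRF detection, 30 min RT; ratio 665/615.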
TGFb SMAD3 inh – qHTS for Inhibitors of TGF-b | HepG2 CAGA-GFP TGF-b/SMAD3 reporter, GFP fluorescence, 18 h; TGF-beta stimulated, 500 pg/mL final | Potency, µM (highest dose often 46.1 µM), for the others: top-dose activity, negative = inhibition, hits mostly inhibitors | hit rate 1.2% among 410,000 | AID 588855, 2011; also: potency is read from the fitted curve at half-maximal effect; % is scaled to controls: 0 for no effect and ±100 for the full control effect; nearly all actives have a fitted effect of over 65% in size
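Inhibition of TGF-beta-driven CAGA-GFP reporter expression in HEPG2 cells is measured by cellular GFP fluorescence after 18 h stimulation with 500 pg/mL recombinant TGF-beta in 1% FBS medium at 37 degrees C.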
HepG2 viability – qHTS for Inhibitors of TGF-b: Cytotox Counterscreen. HepG2 CAGA-GFP viability, ATP luminescence, 18 h. Potency, µM (doses to about 46.1 µM), without a hit: at the top dose activity change, negative = cytotoxicity, usual class: cytotoxic. hit rate 0.76% among 410,000; also: potency is read from the fitted curve at half-maximal effect; some results filed as inactive show a strong effect at the top dose
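HepG2 CAGA-GFP cells (1000/well, DMEM with 1% FBS) received compound, then TGF-beta at 500 pg/mL final, and were incubated 18 hours at 37 degrees C. Viability was read by CellTiter-Glo luminescence. Media-only wells were set as complete cell-killing and DMSO as no toxicity.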
Mm-Cpn inhibitor – Inhibitors of TCP-1 ring complex (TRiC) of Methanococcus maripaludis (MmCpn): qHTS. Chaperonin Mm-Cpn (Methanococcus maripaludis). purified Mm-Cpn ATPase, ADP Transcreener TR-FRET. Potency, µM (titrated, usually from 76.9 µM), for the others: at the highest dose activity, negative = inhibition, most hits filed as inhibitors. hit rate 0.031% among 330,000; also: potency is read from the fitted curve at half-maximal effect; % is scaled to controls: 0 for no effect and ±100 for the full control effect; nearly all actives have a fitted effect of over 80% in size
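Eu-cryptate anti-ADP/ADP-d2 competition gives a ratio inversely related to ADP. Enzyme at 25 nM was pre-exposed to compound for 10 min, then given 10 uM ATP for 30 min, 37°C throughout.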
Active calls of the source: *; i = inactive; ? = inconclusive; / = not tested or not shown; & = joins results of further samples; [ ] = another dose, or the depositor's remark. Unless noted, calls follow the shape of the dose curve; as a rule, active = well fitted curve in the direction sought with a large enough effect; inconclusive = small, poorly fitted or top-dose-only effect, or another doubt; inactive = no such curve, though single readings can be large; an effect the other way counts as inactive or inconclusive.

SMILES | Nrf2 block | pAkt inh | Nrf2 ARE act | Abeta rescue | A549 tox | CCT chaperon mod | TGFb SMAD3 inh | HepG2 viability | Mm-Cpn inhibitor
Cc1[nH]c2ccc(C(=O)NC3CCCC3)cc2c1C | 10% | i | 2.6% | -11% | 13% | -6.6 | -4% | -3% | 0%
C=CCOC(=O)C1=C(C)NC(=O)NC1c1ccc(N(C)C)cc1 (stereo unspecified) | ? | i | 0.0% | 24% | -11% | 2.1 | 7% | -3% | -4%
Cc1onc(-c2ccccc2)c1-c1ccnc(N)n1 | 3% | i | -0.3% | -25% | -4% | -3.7 | -10% | -32% | -4%
Cc1ccc(S(=O)(=O)Nc2ccccc2C(=O)Nc2sccc2C(=O)NN(C)C)cc1 | 7% | i | 0.7% | 7% | 2% | -0.8 | 1% | -2% | -1%
Cc1ccc(C)c(NC(=O)C(=O)NCc2ccccn2)c1 | 7% | i | 0.3% | -5% | -1% | -1.3 | 2% | 3% | 2%
COCCNC(=O)c1ccc(N2CC3CC(C2)c2cccc(=O)n2C3)c(NC(=O)c2cc(OC)cc(OC)c2)c1 (stereo unspecified) | -6% | i | -0.4% | -12% | 8% | -0.6 | 14% | -5% | -4%
Cc1ccc(S(=O)(=O)NCC(C)n2nc(C)cc2C)cc1 (stereo unspecified) | -10% | i | -0.1% | 11% | 0% | 2.1 | 0% | 1% | 0%
COc1ccc(C2=Nn3c(nnc3-c3cccnc3)SC2)cc1 | -8% | i | 0.3% | 7% | 14% | -1.8 | 15% | 14% | -1%
O=C(O)C(Cc1ccccc1)N1C(=O)c2cccc3cccc(c23)C1=O (stereo unspecified) | ? | i | 2.4% | 6% | 6% | 1.3 | 3% | -1% | -5%
O=C(O)CCN1CC2([N+](=O)[O-])CC=C(OCCO)C([N+](=O)[O-])(C1)C2 (stereo unspecified) | 15% | i | 0.1% | -12% | 3% | -1.0 | ? | 0% | -6%
O=C(NC(=S)Nc1ccccc1N1CCN(C(=O)c2ccccc2)CC1)c1ccccc1F | ? | i | 6.3% | 10% | -6% | -1.2 | ? | 0% | 0%
Cc1ccc(C)c(NC(=O)C2CCCN(S(=O)(=O)c3cccnc3)C2)c1 (stereo unspecified) | -5% | i | 0.0% | -6% | 11% | 0.2 | -4% | -4% | 3%
CCOC(=O)C1(Cc2cccc(F)c2)CCN(C(=O)c2cscn2)CC1 | -4% | i | -0.8% | 18% | -2% | -0.3 | -11% | 5% | -2%
CN(C)/C(CN1CCCCC1)=C1\N=C(c2ccccc2)OC1=O | 3% | i | 0.0% | 6% | 13% | -0.7 | ? | -14% | 2%
COc1ccc(Nc2nc3c(S(=O)(=O)c4ccccc4)nnn3c3ccsc23)cc1OC | 28% | / | 4.2% | -17% | 10% | / | 52%[activator] | 6% | /
COc1ccc(NC(=O)C2CCC(CNS(=O)(=O)c3csc(C(N)=O)c3)CC2)cc1OC (stereo unspecified) | 11% | / | 1.5% | -8% | 2% | -81* | -19% | -1% | 1%
Cc1cccc(C)c1OCC(=O)N/N=C/c1cccn1C | -28% | i | 0.5% | 18% | -10% | -3.1 | 4% | -20% | -1%
O=C(NCc1ccc2c(c1)OCO2)C1CCC(=O)N1C1CCCCC1 (stereo unspecified) | -9% | i | 0.0% | 4% | -4% | -2.8 | 18% | 10% | 0%
COc1ccc(S(N)(=O)=O)cc1C(=O)OCC(=O)N1c2ccccc2NC(=O)C1(C)C | 6% | i | 0.2% | -12% | -1% | -0.8 | -5% | 3% | -2%
O=C1CCC/C=C/C[C@@H](CC(=O)N(CCO)Cc2ccccc2)C(=O)NC[C@@H](c2ccccc2)O1 | 0% | i | -0.4% | 10% | 2% | 0.4 | -10% | -11% | ?
O=C(CNc1ccccc1F)Nc1cc(S(=O)(=O)N2CCCCC2)ccc1Cl | -20% | i | -0.5% | -5% | 0% | 1.5 | -11% | -29% | 1%
CCc1c(-c2ccccc2)[n+](=O)c2c(n1[O-])CCC2 | 4% | i | -0.8% | -7% | -1% | -1.2 | 0% | 10% | 0%
O=C1NC[C@H](Cc2ccccc2)N(C[C@@H]2CCCN2C[C@H](Cc2ccccc2)N2C[C@H](Cc3ccccc3)N(CC3CCCCC3)C(=O)C2=O)C1=O | / | i | -2.4% | -4% | / | -0.4 | 18µM* | -55% | /
COc1ccc(C(CC(=O)O)NC(=O)c2ccco2)cc1 (stereo unspecified) | 5% | i | 0.5% | -1% | -1% | -2.2 | 0% | -5% | 4%
COc1ccc2oc(=N)c(C(=O)Nc3ccc(Br)cc3)cc2c1 | -9% | i | 2.8% | -15% | 19% | -0.9 | 172%[activator] | -14% | 3%

Following part:
SMILES | Nrf2 block | pAkt inh | Nrf2 ARE act | Abeta rescue | A549 tox | CCT chaperon mod | TGFb SMAD3 inh | HepG2 viability | Mm-Cpn inhibitor
COc1ccc(COC(=O)c2cc(S(=O)(=O)N3CCCCC3)ccc2N2CCOCC2)cc1 | ? | i | 0.0% | 7% | -1% | 0.5 | 0% | -1% | -1%
O=C(CNC(=S)N(Cc1ccccc1)Cc1ccccc1F)NCc1ccccc1 | ? | i | 4.0% | ? | -2% | 1.2 | ? | -21% | -2%
Cc1ccc(C)c(NC(=O)CCN2CCC(C)CC2)c1 | 8% | i | 2.6% | 6% | 17% | 2.9 | -9% | -6% | -2%
Nc1cccc(CCc2nc3ccccc3[nH]2)c1 | ? | i | 3.4% | -4% | 1% | 0.2 | 17% | -20% | 2%
COc1ccc2c(c1)CCc1c(C(=O)NCCc3ccc(OC)c(OC)c3)noc1-2 | / | i | -0.4% | -1% | 10% | -0.4 | -25% | -23% | -1%
CC(C)c1ccc(N(CC(=O)N/N=C/c2ccc(OC3CSC3)cc2)S(=O)(=O)c2ccccc2)cc1 | -6% | i | -0.1% | -1% | -2% | -1.3 | -5% | -2% | 2%
COC(=O)c1c(C(=O)OC)c(-c2ccc(C)cc2)n2c1CCC2 | / | / | 0.3% | 7% | -11% | 1.8 | -4% | -3% | -5%
C=C(C)CNC(=S)NNC(=O)c1cc(C)oc1C | 24% | i | 2.1% | 11% | 1% | 0.1 | -7% | 9% | 0%
O=C(COC(=O)Cc1ccsc1)Nc1ccccc1Cl | 0% | i | -0.4% | 2% | -3% | -0.8 | -4% | 17% | -2%
Cc1ccc(NC(=O)CN(C)C(=O)CSc2nccn2C)cc1 | 0% | i | 0.3% | -13% | -2% | -2.4 | 7% | -1% | 2%
COc1ccc(Cn2nnnc2C(c2cccs2)N2CCOCC2)cc1 (stereo unspecified) | 9% | / | 0.3% | 26% | 2% | -1.6 | 21% | 5% | -1%
O=C(NCC1CCCO1)C1CCC(=O)N1Cc1ccc(F)cc1 (stereo unspecified) | 9% | i | -0.3% | 1% | 15% | -7.7 | -13% | -2% | -1%
C=CC[N+](C)(C)C/C(Cl)=C(\Cl)c1ccccc1 | / | i | -0.5% | 24% | 1% | -2.1 | 12% | -4% | -2%
COc1ccc(NC(=O)c2ccc3c(SCC(=O)O)c4c(nc3c2)CCCC4)c(OC)c1 | -16%&5% | i | 0.4%&18% | 21%&0% | -5%&-11% | -1.9 | -4%&-17% | 3%&0% | -11%
Cc1nc2ccccc2n1CCc1nc2c3ccccc3nc(SCc3ccc(C#N)cc3)n2n1 | / | / | -0.7% | -1% | -8% | / | -7% | 3% | /
O=C(Cc1c(F)cccc1Cl)OCC(=O)N1CCc2ccccc21 | 2% | i | 3.3% | 7% | -3% | 1.9 | -2% | 8% | -1%
CCCOc1ccc(C(=O)Nc2nc(C)c(Cc3ccc4c(c3)OCO4)s2)cc1 | ? | i | -2.3% | -6% | -25% | -2.0 | ? | -57% | -1%
CC(=O)c1ccc(NC(=O)C2C3CCC(C3)C2C(=O)O)cc1 (stereo unspecified) | 18% | i | -0.2% | 0% | -1% | -3.2 | 5% | -2% | 1%
Cc1ccc(S(=O)(=O)N(C)c2ccc(C(=O)NCC(c3ccco3)N3CCCC3)cc2)cc1 (stereo unspecified) | / | i | 11% | -2% | / | -2.0 | -9% | -27% | /
Cc1cccc(OCC(=O)Nc2ccc(OCc3cc(=O)n4cc(C)ccc4n3)cc2)c1 | / | / | 0.4% | 5% | 2% | / | 14% | -1% | /
Cc1ccc(Nc2c(-c3ccccc3O)nc3cnccn23)cc1 | -21% | i | 2.6% | -46%[inhibitor] | 11% | 0.5 | -6% | 38% | -1%

Only Nrf2 ARE act, for some of the entries so far:
Compound | Nrf2 ARE act
Cc1ccc(NC(=O)CN(C)C(=O)CSc2nccn2C)cc1 | 0.3%
COc1ccc(Cn2nnnc2C(c2cccs2)N2CCOCC2)cc1 (stereo unspecified) | 0.3%
O=C(NCC1CCCO1)C1CCC(=O)N1Cc1ccc(F)cc1 (stereo unspecified) | -0.3%
C=CC[N+](C)(C)C/C(Cl)=C(\Cl)c1ccccc1 | -0.5%
